TCR activator: T cell receptor activation. 330,000 tested, under 10 active. primary human leukocytes, anti-CD3, IL-2 HTRF, 48 h. AID 504894. Potency, µM (top dose mostly 9.22 µM), inactives show at the top dose activation of IL-2 secretion, hits mostly activators; also: % of control where 0% means no effect
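Primary human leukocytes incubated 48 hr with anti-CD3 beads plus compound, without co-stimulation. Secreted IL-2 measured by HTRF (europium cryptate/d2 anti-IL-2 pair, 320 nm excitation, 665 nm emission).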
MLL CXXC-DNA inh: blocks binding of human MLL CXXC domain to DNA; MLL-CXXC / FITC-HOXA9 DNA fluorescence polarization; Potency, µM (series often up to 115 µM), without a hit: at the highest dose activity change, negative = inhibition, most hits filed as inhibitors; AID 2662; Q03164; actives 0.037% (n = 290,000); active = well fitted inhibition curve with a large enough effect in the polarisation, with a control signal flat, not every such curve was filed as active; inconclusive = small, poorly fitted or top-dose-only effect, or effect the other way, or a change in a side signal; inactive = no such curve, though single readings can be large or run the other way; the % refers to the polarisation; also: potency is read from the fitted curve at half-maximal effect
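Fluorescence polarization: 7 uM MLL-CXXC (stock) preincubated 5 min with compounds, then 50 nM fluorescein-HOX-A9 DNA (stock) added; 30 min ambient. Buffer 50 mM Tris-HCl pH 7.5, 50 mM NaCl, 1 mM DTT, 0.05% BSA.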
Tb PFK block: T. brucei PFK enzyme inhibition; actives 0.17% (n = 330,000); T. brucei PFK, ADP-Glo luminescence; O15648; Potency, µM (series often up to 57.5 µM), for the others: at the top dose activity, negative = inhibition, most hits filed as inhibitors;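 also: potency is read from the fitted curve at half-maximal effect; 0% = uninhibited 1x PFK enzyme wells and -100% = no-enzyme wells; nearly all actives have a fitted effect of over 60% in size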
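1.25 nM PFK with 0.5 mM F6P and 0.1 mM ATP in 0.1 M TEA pH 8.0, 5 mM MgCl2, incubated 45 min at room temperature; ADP measured by ADP-Glo luminescence; compounds titrated up to 57 uM.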
GALK inh: galactokinase (human) inhibition | P51570 | Purified GALK, Kinase-Glo residual ATP luminescence | Potency, µM (series often up to 57.5 µM), for inactives: top-dose activity change, negative = inhibition, hits mostly inhibitors | actives 0.007% (n = 270,000) | AID 1868; also: potency is read from the fitted curve at half-maximal effect; % is scaled to controls: 0 for no effect and ±100 for the full control effect
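Compounds were pin-transferred into ATP buffer (35 uM final), then GALK plus galactose (5 nM, 100 uM final) was added. After 1 h at room temperature, Kinase-Glo Plus was added and luminescence read after 10 min.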
Giardia kill: kills Giardia lamblia; Giardia lamblia trophozoite viability; activity change, % at 7.66 µM, hits read low; actives 0.15% (n = 340,000); in the data active = activity change below about -80%; inconclusive = between about -30% and that limit;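 also: parasites exposed to compound for two days anaerobically before the ATP read; % is scaled to controls: 0 for no effect and ±100 for the full control effect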
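Luminescence from cellular ATP indicates surviving trophozoites (100 cells/well) following 48 hrs anaerobic compound treatment at 37 deg C; signal develops 15-30 min at room temperature.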
BCR signal inh: blocks chronic active B-cell receptor signaling | ABC-DLBCL IkBa-CBG/CBR reporter, luminescence ratio, 4 h | actives 0.05% (n = 340,000) | Potency, µM (doses to about 46.1 µM), for the others: at the top dose ratio change, negative = lower green/red ratio, hits mostly inhibitors | AID 493014; active = well fitted inhibition curve with a large enough effect in the signal ratio, with a control signal flat, not every such curve was filed as active; inconclusive = small, poorly fitted or top-dose-only effect, or effect the other way, or a change in a side signal; the % refers to the signal ratio;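 also: potency is read from the fitted curve at half-maximal effect; plate controls were basal doxycycline-induced cells for no effect and cells given 10 µM MG132 for full effect; MG132 reads +100%, hits lower the ratio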
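TMD8 human ABC-DLBCL cells with doxycycline-inducible IκBα–green luciferase fusion and unfused red luciferase, in 0.5% FBS medium; compounds up to 46 uM, 4 h at 37C. Green/red luminescence ratio, filter-overlap corrected, fitted to concentration-response curves.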
FBPA coupling cs: counter-screen for Giardia aldolase inhibitors: coupling enzyme system. coupling enzyme system counterscreen, AmpLite Red fluorescence. activity change, negative = inhibition, % at 58.2 µM, hits read low. actives 0.67% (n = 290,000). AID 2472; in the data active = activity change below about -30%; also: % is scaled to controls: 0 for no effect and ±100 for the full control effect
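Activity here indicates interference with the coupling reaction, not aldolase inhibition. Compounds at 57.5 uM final met coupling enzymes for 10 min at RT; substrate and AmpLite Red detection followed, with a 525/598 nm fluorescence read after 20 min.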
hERG WT inh: KCNH2 (human, wildtype) channel inhibition. Q12809. U2OS, BacMam KCNH2, thallium flux FluxOr; hits give low values. activity change, % at 1.84 µM. actives 0.37% (n = 340,000). AID 720551;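 active = maximum activity change below -70%; inconclusive = maximum activity change between -70% and -50%; inactive = maximum activity change above -50%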; also: % is scaled to controls: 0 for no effect and ±100 for the full control effect
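U2OS cells transduced with wild-type KCNH2 virus are loaded with FluxOr dye for 45 min, and thallium flux is measured in kinetic reads before and after stimulation buffer. Rate constants are normalized to DMSO controls.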
AT treatment: potential ataxia-telangiectasia treatments restoring KAP-1 phosphorylation; Potency, µM (titrated, usually from 57.5 µM), without a hit: at the highest dose activation, actives largely listed as activators; […] A-T fibroblasts, KAP-1 phosphorylation AlphaLISA; neocarzinostatin DNA damage 30 min before lysis; actives 0.19% (n = 320,000); also: potency is read from the fitted curve at half-maximal effect; % of control where 0% means no effect; nearly all actives have a fitted effect of over 45% in size
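ATM-like activity read as KAP-1 phosphorylation via AlphaLISA donor/acceptor antibody pairs after lysis and 6 hr at 25C. Cells were ATM-null patient fibroblasts ([…], hTERT), dosed 60 min, then exposed to the DSB inducer NCS for 30 min.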
TSHR antag: human thyrotropin receptor antagonism. activity change, negative = inhibition, % at 11.5 µM. TSHR-expressing cells, TSH-stimulated cAMP HTRF, 2 h; hits give low values. AID 504810. actives 0.2% (n = 330,000);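 active = activity change below a set negative limit, meaning inhibition stronger than a set level, cut at about -70% in these data; inconclusive = activity change between two set negative limits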; also: % is scaled to controls: 0 for no effect and ±100 for the full control effect
Target sequence (P16473 whole entry, looked up): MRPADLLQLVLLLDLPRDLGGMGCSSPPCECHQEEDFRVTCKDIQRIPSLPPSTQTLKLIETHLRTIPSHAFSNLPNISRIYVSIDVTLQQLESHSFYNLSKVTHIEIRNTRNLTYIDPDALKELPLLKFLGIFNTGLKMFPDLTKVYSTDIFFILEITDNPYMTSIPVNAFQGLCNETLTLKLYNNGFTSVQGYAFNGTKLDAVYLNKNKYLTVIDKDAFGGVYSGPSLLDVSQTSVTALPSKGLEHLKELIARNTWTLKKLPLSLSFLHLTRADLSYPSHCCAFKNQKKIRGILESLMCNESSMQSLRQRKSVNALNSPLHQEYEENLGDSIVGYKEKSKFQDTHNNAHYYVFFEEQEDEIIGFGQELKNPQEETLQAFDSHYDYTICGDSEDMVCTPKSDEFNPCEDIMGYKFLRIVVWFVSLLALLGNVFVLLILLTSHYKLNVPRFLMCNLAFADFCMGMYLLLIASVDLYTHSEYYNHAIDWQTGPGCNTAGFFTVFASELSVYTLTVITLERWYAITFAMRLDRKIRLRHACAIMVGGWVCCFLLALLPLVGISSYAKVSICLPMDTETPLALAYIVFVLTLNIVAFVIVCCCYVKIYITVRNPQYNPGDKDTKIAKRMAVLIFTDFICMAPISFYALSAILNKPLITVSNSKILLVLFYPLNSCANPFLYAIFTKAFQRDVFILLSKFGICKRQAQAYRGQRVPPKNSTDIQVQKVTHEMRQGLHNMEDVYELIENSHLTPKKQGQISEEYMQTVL
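Antagonism was scored as loss of TSH-driven cAMP in TSHR cells, stimulated with 4nM TSH (EC80) for 2 hours at 37 deg C and detected by homogeneous HTRF competition immunoassay.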
An asterisk follows results filed as active; ? = inconclusive; · = no result given; [ ] = remark or other dose. Unless noted, calls follow the shape of the dose curve; as a rule, active = well fitted curve in the direction sought with a large enough effect; inconclusive = small, poorly fitted or top-dose-only effect, or another doubt; inactive = no such curve, though single readings can be large; an effect the other way counts as inactive or inconclusive.

SMILES	TCR activator	MLL CXXC-DNA inh	Tb PFK block	GALK inh	Giardia kill	BCR signal inh	FBPA coupling cs	hERG WT inh	AT treatment	TSHR antag
O=S(=O)(c1ccc2[nH]c3c(c2c1)CCCC3)N1CCCCC1	1.0%	1.7%	1.0%	1.9%	1.3	0.7%	·	11.5	7.9%	39.1
O=C(NC1CCCCC1)c1cc(Cl)nc2ccccc12	0.3%[46.1 µM]	?	-1.0%	1.1%	-16.2	0.5%	3.2	19.5	6.1%	2.5
CNC(=S)N1CCN(CCNC2=CC(=O)CC(C)(C)C2)CC1	-6.2%	34.2%	-2.7%	7.7%	-23.3	?	2.2	-4.0	-2.0%	6.3
CCOC(=O)CS(=O)(=O)CC(=O)Nc1ccc([N+](=O)[O-])cc1OC	3.2%	6.4%	0.4%	0.3%	5.9	-0.2%	-0.4	32.5	2.8%	-8.4
C=CCNC(=O)CN(c1cc(Cl)ccc1OC)S(=O)(=O)c1ccc(C)c([N+](=O)[O-])c1	0.8%	-6.1%	-2.0%	5.0%	-1.6	1.1%	2.8	9.9	2.1%	3.7
O=C1C(c2ccc(F)cc2)N(CC2COc3ccccc3O2)C(=O)CN1C1CCCCC1 (configuration not stated)	3.5%	-7.2%	0.5%	-1.5%	4.6	?	-0.9	37.0	·	13.0
CC(C)c1cc(C(=O)NCc2ccco2)no1	1.5%	10.8%	-9.3%	-0.6%	-3.3	9.1%	0.1	-9.0	-3.2%	11.6
CN1CCN(C2=Cc3ccc(Cl)cc3Sc3ccc(F)cc32)CC1	-4.2%[46.1 µM]	13.9%	-1.3%	0.5%	25.2	?	-1.6	-11.8	·	-5.5
CC(=O)c1cc(CN2CCN(CCC(C)C)C(CCO)C2)cs1 (configuration not stated)	-3.8%	-3.9%	-1.5%	6.1%	-29.3	-0.4%	1.5	2.9	-7.6%	3.3
N/C(CSc1ccc(Cl)cc1)=N\NC(=O)c1ccncc1	-8.3%	3.1%	-5.4%	-1.8%	-4.1	-0.1%	-1.7	0.1	-2.6%	8.4
O=C(Nc1ccc2c(c1)OCO2)C1CCN(C(=O)c2ccc([N+](=O)[O-])cc2)CC1	-5.4%	6.3%	3.1%	-3.7%	-23.3	0.3%	0.0	31.8	0.9%	-2.4
COc1cc2c(cc1OC)C1O[C@](CCCCN3C(=O)c4ccccc4C3=O)(C2)Oc2cc(C)n(Cc3ccccc3)c(=O)c21	·	6.4%[23 µM]	-2.6%[11.5 µM]	·	·	?	-0.6	·	-11.1%[11.5 µM]	·
COc1ccccc1C(C)NCC(=O)Nc1ccccc1C(F)(F)F (configuration not stated)	-9.4%[46.1 µM]	-9.0%	-4.2%	-0.3%	-8.1	-1.0%	-0.4	9.6	11.6%	6.3
Cc1cccc(C(=O)NCC(=O)OCC(=O)NC2CCCCCCC2)c1	2.6%	·	1.7%	·	-11.5	5.4%	·	-2.6	-7.7%	1.6
Cc1ccc(C)c(NC(=O)/C(C#N)=C/c2ccc[nH]2)c1	-8.9%	18.6%	0.3%	-0.9%	5.9	-0.4%	·	-11.6	-1.2%	-16.2
COc1ccc(OCC(Cn2cnc3ccccc32)OC(C)=O)cc1 (configuration not stated)	3.6%	11.7%	3.4%	1.5%	19.2	-2.9%	-6.6	16.3	4.0%	0.4
O=C1c2ccccc2NC(c2ccccn2)N1c1ccc(Cl)cc1 (configuration not stated)	0.2%	1.4%	-2.2%	3.7%	1.7	-0.1%	-0.9	3.5	10.5%	-2.8
CC(C)CNc1nc2c(c(=O)n(C)c(=O)n2C)n1Cc1cccc(Br)c1	3.3%	32.4%[activator]	0.0%	-0.2%	-27.9	-0.7%	3.3	3.3	-12.1%	1.8
COc1ccc(/C=C/C(=O)OCC(=O)Nc2cccc(C(C)=O)c2)cc1	-3.8%[46.1 µM]	-7.5%	0.7%	0.1%	-3.3	2.5%	-1.6	-11.6	-0.5%	-5.7
CCC(=O)Nc1ccc(NC(=O)c2ccco2)cc1	2.8%	11.8%	-2.0%	3.6%	-19.1	0.3%	-5.9	-0.6	6.1%	9.2
O=C(Nc1c2c(nn1-c1ccc(F)cc1)CS(=O)(=O)C2)c1ccc(S(=O)(=O)N2CCOCC2)cc1	4.1%	7.7%	-3.0%	0.8%	28.8	-6.8%	0.5	-8.6	0.4%	1.8
COc1ccc(S(=O)(=O)N(CC(=O)N2CCN(C)CC2)c2ccc(C)cc2)cc1OC	3.3%	-2.9%	2.1%	1.5%	3.6	-0.7%	6.5	2.2	0.0%	8.6
COc1ccc(Cl)cc1S(=O)(=O)n1nnc2ccccc21	-5.2%	-2.9%	-0.9%	-2.5%	13.8	?	-1.4	-8.5	11.6%	3.3
C=CCN(CC=C)C(=O)Nc1cc(OC)ccc1OC	-1.1%	8.2%	10.8%	-2.7%	-14.8	?	0.6	-2.2	-3.3%	-6.4
CC(=O)OC(c1nc2ccccc2c(=O)n1C1CC2(OC1=O)c1ccccc1N1C(=O)C(C)(C)N(O)C12)C(C)C (configuration not stated)	-1.3%	2.1%	0.4%	-4.6%	14.8	-10.0%	1.7	3.7	-5.4%	0.0
Cc1cc([N+](=O)[O-])nn1Cn1nc([N+](=O)[O-])cc1C	0.5%	-12.6%	1.3%	8.5%	?	0.7%	0.7	·	0.8%	-13.4
CCc1ccccc1NC1=NCC(=O)N1C1CCCCC1	-4.8%	-4.3%	0.4%	1.1%	-0.1	?	-0.5	-48.6	-1.5%	-3.3
O=c1[nH]c(=O)n(Cc2ccco2)c2c1C(C(F)(F)F)(C(F)(F)F)N=C(c1ccc(F)cc1)N2	-44.9%	7.3%	3.4%	-0.5%	3.9	3.2%	3.5	-4.7	9.9%	?
CCN1CCN(C(c2ccccc2)c2nnnn2Cc2ccccc2)CC1 (configuration not stated)	-1.7%[46.1 µM]	-0.8%	-0.9%	0.6%	-3.3	7.4%	-0.9	-0.9	·	1.1
CCCc1nc2ccccc2n1CCOC	-2.5%	3.3%	-1.9%	0.8%	-28.3	3.0%	0.3	-5.2	-2.8%	10.0
COc1ccc2[nH]cc(CCNS(=O)(=O)c3ccccc3)c2c1	-4.2%	8.3%	-6.6%	0.3%	?	?	0.7	-0.6	0.5%	6.6
COc1ccc(CN(CC2CCCO2)C(=O)c2cc3ccccc3oc2=O)cc1 (configuration not stated)	-4.0%	3.1%	0.4%	0.0%	18.9	6.3%	0.8	26.6	2.9%	-4.0
S=C(Nc1ccc(Cl)cc1)NC1CC2CCCC(C1)N2C1CCCC1 (configuration not stated)	-24.1%	3.2%	3.3%	0.9%	26.1	-0.1%	2.5	-8.2	-0.2%	7.9
Cc1ccoc1C(=O)Nc1cccc2ccccc12	-9.6%	18.7%	0.0%	-5.7%	52.9[activator]	-18.2%	-2.6	5.1	-7.8%	-2.4
C#CCOCCOCCOCCNc1nc(N2CCOCC2)nc(N2CCN(C(=O)CCCCCCCCCCNC(=O)[C@@H]([C@H](C)O)n3cc(C)nn3)CC2)n1	-5.3%	·	0.0%	·	26.2	0.0%	·	·	35.0%	14.9
Fc1ccccc1CN1CCC(Cc2ccccc2)CC1	·	0.9%	-3.1%	6.4%	17.2	-2.1%	-0.2	19.5	?	41.3
COc1ccc(CSC2=NCCN2)cc1Br	2.3%	31.3%[activator]	1.9%	7.7%	-15.8	-5.8%	0.4	5.9	7.2%	-5.0
CSc1nc2c(c(=O)[nH]1)C(c1ccc(Br)cc1)CC(=O)N2 (configuration not stated)	1.2%	-7.9%	2.3%	3.4%	5.4	0.5%	0.6	-3.3	4.6%	4.8
Cc1ccccc1NC(=O)Nc1cnccn1	0.1%	3.8%	1.3%	-0.7%	-9.2	?	1.5	4.9	-6.6%	10.4
COc1ccccc1NC(=O)c1ccc2c(c1)N(CC(=O)NC(C)C)C(=O)C(C)(C)O2	2.8%	-2.7%	2.4%	13.1%	11.6	-2.5%	3.3	-9.4	3.8%	1.7
Cc1cc(C=O)c2c(c1)C=CC1(Oc3ccccc3C(=O)N1C)O2 (configuration not stated)	-5.0%[46.1 µM]	6.2%	-2.6%	-2.2%	·	-21.7%	-3.1	·	1.8%	-11.6

Three of the entries above in order of the MLL CXXC-DNA inh value, highest first:
| SMILES | TCR activator | MLL CXXC-DNA inh | Tb PFK block | GALK inh | BCR signal inh | TSHR antag |
| --- | --- | --- | --- | --- | --- | --- |
| O=c1[nH]c(=O)n(Cc2ccco2)c2c1C(C(F)(F)F)(C(F)(F)F)N=C(c1ccc(F)cc1)N2 | -44.9% | 7.3% | 3.4% | -0.5% | 3.2% | ? |
| COc1ccccc1NC(=O)c1ccc2c(c1)N(CC(=O)NC(C)C)C(=O)C(C)(C)O2 | 2.8% | -2.7% | 2.4% | 13.1% | -2.5% | 1.7 |
| COc1ccc(Cl)cc1S(=O)(=O)n1nnc2ccccc21 | -5.2% | -2.9% | -0.9% | -2.5% | ? | 3.3 |

Source: PubChem
